Assay outcomes: PubChem BioAssay, several laboratories
KCNQ1 act – potentiators or activators of human KCNQ1 potassium channel; P51787; CHO-K1 KCNQ1, thallium flux FluxOR fluorescence; active compounds read high; B-score at 10 µM; hit rate 0.35% among 310,000;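 active = fluorescence ratio B-score, a plate-corrected score, at least three library SD, with initial intensity B-score within 5 SD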
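Doses: Single concentration per compound, DMSO matched to controls | Test system: KCNQ1-transfected CHO-K1 cells | Timing: 90 min dye loading and 20 min compound exposure, both at room temperature | Measured by: Kinetic FluxOR thallium fluorescence, 10-s 1-Hz baseline, 110-s post-stimulus read | Medium: Assay buffer with matched DMSO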
GSK3 alpha inh – inhibitors of human GSK-3 alpha kinase | hit rate 0.1% among 320,000 | ADP-Glo luminescence, 60 min | inhibition, % at 10 µM;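 in the data active = inhibition above about 50%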;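 note: GST-tagged GSK-3 alpha with peptide substrate and 25 µM ATP; 0% = DMSO neutral wells and 100% = GW8510 positive control wells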
Target sequence (P49840 whole entry, looked up): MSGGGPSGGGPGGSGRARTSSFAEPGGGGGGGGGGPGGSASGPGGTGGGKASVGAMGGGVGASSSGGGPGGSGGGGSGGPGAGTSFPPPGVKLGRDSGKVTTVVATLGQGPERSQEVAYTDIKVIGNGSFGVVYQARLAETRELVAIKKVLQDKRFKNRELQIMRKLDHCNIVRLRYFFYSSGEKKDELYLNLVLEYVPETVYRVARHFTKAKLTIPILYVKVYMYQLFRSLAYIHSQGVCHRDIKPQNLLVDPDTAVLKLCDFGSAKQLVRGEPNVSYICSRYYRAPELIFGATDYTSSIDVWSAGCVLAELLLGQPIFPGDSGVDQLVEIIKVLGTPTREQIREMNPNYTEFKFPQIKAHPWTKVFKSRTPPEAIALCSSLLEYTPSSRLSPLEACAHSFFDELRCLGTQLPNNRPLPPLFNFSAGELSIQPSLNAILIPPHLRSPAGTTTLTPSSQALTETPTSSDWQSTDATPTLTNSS
RGS4 pot – potentiators or activators of RGS4; HEK293 M3R/inducible RGS4, carbachol calcium flux Fluo4; active compounds read low; B-score at 10 µM; hit rate 0.92% among 310,000; AID 463111;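 active = B-score of the integrated calcium signal more than 4 SD below the library mean, with starting fluorescence not abnormally high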;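 note: negative B-score means reduced calcium response which marks RGS4 activation or potentiation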
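Detection: kinetic calcium fluorescence imaging with Fluo4-AM dye, 2 µM / Material: HEK293 cells with stable M3R and inducible RGS4 / Schedule: recording 10 s baseline at 1 Hz, 100 s post-agonist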
PolyA inhibitor – yeast polyadenylation inhibition | S. cerevisiae SKY197-pL101 polyadenylation reporter, beta-gal luminescence; efflux-impaired pdr1/pdr3 knockout yeast; score 100 = 6 SD above DMSO | calls only at 12 µM | hit rate 0.02% among 300,000 | AID 1875;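 active = lowest replicate activity score at least 50, where 100 means six control SD above control mean; inconclusive = lowest score under 50 but half or more replicates reach 50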;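 note: yeast exposed to compound for 9 h at 30 °C; higher score means more reporter readthrough which indicates perturbed polyadenylation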
KCNK9 inh – human KCNK9 channel inhibition; HEK293 KCNK9, FluxOR thallium flux fluorescence; active compounds read low; B-score at 10 µM; Q9NPC2; hit rate 1.2% among 310,000;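 active = ratio B-score over 3 SD below the library mean, with starting fluorescence within 5 SD of its mean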;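 note: negative B-score means less thallium flux so channel inhibition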
KCNK3 block – human KCNK3 channel inhibition, primary screen | O14649 | CHO-KCNK3 thallium flux, FluxOR fluorescence; active compounds read low | B-score at 10 µM | hit rate 0.84% among 340,000 | AID 602410;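 active = B-score under library mean minus 4 SD, starting fluorescence ratio at most library mean plus 5 SD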;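 note: more negative B-score means stronger inhibition of thallium flux through KCNK3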
Dyrk1A ADPGlo – Dyrk1A (rat) kinase inhibition; ADP-Glo luminescence, NFATc1 peptide; hit rate 0.43% among 310,000; inhibition, % at 12.5 µM; in the data active = inhibition above about 50%;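 note: plate controls were vehicle with enzyme for no effect and no enzyme for full effect; many of its hits are not listed in these tables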
GSK3B inh – inhibitors of human GSK3beta kinase | P49841 | GST-GSK3beta kinase, ADP-Glo luminescence, 60 min; active compounds read low | activity score (negative = inhibition), % at 10 µM | hit rate 0.038% among 300,000;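 active = more than half of replicate wells score below -50%, meaning over 50% inhibition versus plate controls; inconclusive = some replicates but at most half score below -50%; inactive = no replicate scores below -50%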;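 note: 0% = median DMSO wells and -100% = median GW8510 positive control wells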
Target sequence (P49841 whole entry, looked up): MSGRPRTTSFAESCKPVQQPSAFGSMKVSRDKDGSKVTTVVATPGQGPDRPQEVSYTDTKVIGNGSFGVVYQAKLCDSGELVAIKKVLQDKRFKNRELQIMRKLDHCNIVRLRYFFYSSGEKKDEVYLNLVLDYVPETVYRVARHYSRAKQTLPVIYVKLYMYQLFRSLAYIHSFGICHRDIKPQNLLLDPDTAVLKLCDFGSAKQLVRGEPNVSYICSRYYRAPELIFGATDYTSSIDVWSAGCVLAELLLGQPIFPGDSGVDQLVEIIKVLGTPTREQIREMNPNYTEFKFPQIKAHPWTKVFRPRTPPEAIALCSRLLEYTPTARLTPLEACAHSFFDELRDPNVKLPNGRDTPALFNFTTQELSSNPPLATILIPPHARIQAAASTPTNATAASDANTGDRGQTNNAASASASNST
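Assay system: GST-fused GSK3beta enzyme, cell-free / Medium: Tris pH 7.5 buffer with MgCl2, DTT, BSA, heparin / Also added: peptide substrate plus 25 µM ATP (final) / Compound: 10 µM single point / Timing: kinase reaction with compound 60 min at room temperature / Detection: ADP-Glo luminescence / Benchmarks: DMSO neutral wells and GW8510 at 20 µM as positive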
HDAC3 inhib – inhibitors of human histone deacetylase 3 | hit rate 0.15% among 320,000 | O15379 | AID 2718 | inhibition, % at 8.3 µM | recombinant HDAC3, fluorogenic peptide/trypsin coupled, fluorescence; in the data active = inhibition above about 26%, passing the limit was not always enough; inconclusive = no clear call, values can overlap the other calls
hERG rescue – compounds protecting human hERG from proarrhythmic drug block; Q12809; CHO-hERG, FluxOR thallium flux, dofetilide IC70 present; activation (rescue from dofetilide block), less the hit threshold, % at 10 µM; hit rate 0.51% among 310,000;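 active = activation above the mean of controls blocked by dofetilide plus 5 SD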;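 note: thallium influx through hERG after potassium depolarization seen as dye fluorescence rise; in these data hits start at about 4.7%; inactives centre near -7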
KCNQ1 block – inhibitors of human KCNQ1 potassium channel; CHO-K1 KCNQ1, FluxOR thallium flux fluorescence; active compounds read high; B-score at 10 µM; hit rate 1.3% among 310,000;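 active = compounds whose thallium flux B-score, printed positive for inhibition, exceeds three library SD while starting fluorescence stays within three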;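 note: channel opened by potassium depolarization with thallium stimulus after 20 min compound exposure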
An asterisk follows results filed as active; i = inactive; ? = inconclusive; nt = not tested or not shown.

SMILES	KCNQ1 act	GSK3 alpha inh	RGS4 pot	PolyA inhibitor	KCNK9 inh	KCNK3 block	Dyrk1A ADPGlo	GSK3B inh	HDAC3 inhib	hERG rescue	KCNQ1 block
CCc1nnc(NC(=O)C2CCCO2)s1 (stereo unspecified)	i	-1	i	i	i	i	-3	-2	-1	-1	i
COc1ccc(-n2nc(C(=O)NCCCN3CCOCC3)c3ccccc3c2=O)c(OC)c1	i	-2	i	i	i	i	-2	2	-10	-11	i
CCCCC1=CC2=C(c3ccco3)C(=O)C(C)(OC(=O)c3ccc(OC)cc3)C(=O)C2=CN1CCCOC(C)C (stereo unspecified)	i	-2	i	i	i	i	3	4	2	-9	i
COc1ccccc1/C=C1\SC(=S)N(CCC(=O)Nc2cccc(O)c2)C1=O	i	-1	i	i	i	i	2	-3	-2	1	i
COc1cccc(/C=N/NC(=O)CC(=O)NCCc2ccc(OC)c(OC)c2)c1	i	0	i	i	i	i	-2	2	-1	-1	i
O=C(CSc1ccccc1Cl)NC1CCCc2ccccc21 (stereo unspecified)	i	-1	i	i	i	i	-2	1	1	-2	i
CCc1ccc(NC(=S)N2CCC(NC(=O)c3ccccc3)CC2)cc1	i	-1	i	i	i	i	-8	-2	10	-3	i
CN(C(=O)CSc1nc(C2CC2)nc2ccccc12)c1nc(-c2ccccc2)cs1	i	5	i	i	i	i	6	3	-1	-9	i
COc1cccc(NS(=O)(=O)c2ccc3c(c2)CCCN3C(C)=O)c1	i	-7	i	i	i	i	-1	7	1	-4	i
CCN(CC)CCNC(=O)C1(O)c2cc(Br)ccc2NC(=O)N1c1cccc(OC)c1 (stereo unspecified)	i	-1	i	i	i	i	-5	2	4	-5	i
COc1cccc(-c2cc(C(F)(F)F)c3c(N)c(C#N)sc3n2)c1	i	1	i	i	i	nt	nt	3	1	-9	i
Cc1ccc(NC(=O)C2CCCN2S(=O)(=O)c2ccc3c(c2)CCC(=O)N3)cc1Cl (stereo unspecified)	i	-1	i	i	i	i	-2	2	2	-6	i
CCN1CCN(S(=O)(=O)c2ccc(Cl)c(C(=O)Nc3ccc(OC(F)F)cc3)c2)CC1	i	0	i	i	i	i	-10	1	8	-14	i
CCCNC(=O)c1ccccc1NC(=O)c1ccccc1N(C)S(=O)(=O)c1ccccc1	i	-1	i	i	i	i	-4	1	-4	-6	i
COc1cccc(NC(=O)Nc2ccc3c(c2)N(C)C(=O)CS3)c1	i	-1	i	i	i	-11*	50*	1	0	-28	6*
COc1ccc(OCCSc2nnc(-c3cccnc3)n2N)cc1	i	-4	i	i	i	i	18	-1	6	-9	i
CC(=O)NC(CC(=O)Nc1cccc(S(=O)(=O)N2CCCCC2)c1)c1ccccc1 (stereo unspecified)	i	-4	i	i	i	i	-3	-1	6	-4	i
CC(=O)c1c(C)n(C)c2ccc(O)cc12	i	nt	i	i	i	i	18	3	8	-6	i
COc1ccc(/C=N/NC(=O)c2nnn(-c3nonc3N)c2-c2cccs2)cc1OC	i	36	i	i	i	i	16	-1	-1	-2	i
CCOC(=O)C1=C(N)Oc2c(oc(CO)cc2=O)C1c1ccc(Cl)cc1 (stereo unspecified)	i	3	i	i	i	i	-14	0	1	-13	i
N#CCC1c2ccccc2CCN1C(=O)Nc1cccc(Cl)c1 (stereo unspecified)	i	-2	i	i	i	i	2	-2	-5	-13	i
COc1cc(N=Nc2ccc3ccccc3c2)ccc1O	i	-2	i	i	i	i	2	1	-5	-9	i
Cc1ccc(-c2nnn(CC(=O)Nc3ccccc3N3CCOCC3)n2)cc1	i	-2	i	i	i	i	nt	1	-3	2	i
Cc1[nH]nc2c1C(c1ccoc1)C(C#N)=C(N)O2 (stereo unspecified)	i	3	i	i	i	i	-5	1	2	-13	i
Cn1c(N/N=C/c2cccs2)cc(=O)n(C)c1=O	i	18	i	i	i	i	-4	2	-1	-5	i
CN(C)CCN(C(=O)C1CCN(S(=O)(=O)c2cccs2)CC1)c1nc2ccccc2s1	i	1	i	i	i	i	-10	1	5	-15	i
O=C(NC1CCCN(Cc2ccc(Cl)cc2)C1)c1c(F)ccc(F)c1F (stereo unspecified)	i	-1	i	i	i	i	3	-1	-7	-2	i
CS(=O)(=O)N1CCc2cc(C(=O)N3CCN(c4ccc(F)cc4)CC3)ccc21	i	-2	i	i	i	i	2	4	-4	-5	i
CCN1C(=O)C2C(C1=O)N1C(c3cccs3)C3C(=O)N(CC)C(=O)C3N1C2c1cccs1 (stereo unspecified)	i	nt	i	i	i	i	5	0	-14	-2	i
CC(=O)c1ccc(NC(=O)CN2CCN(c3ncccn3)CC2)cc1	i	-1	i	i	i	i	-1	2	8	-10	i

Dyrk1A ADPGlo: entries above that show a hit.
SMILES | KCNQ1 act | GSK3 alpha inh | PolyA inhibitor | KCNK9 inh | KCNK3 block | Dyrk1A ADPGlo | GSK3B inh | HDAC3 inhib | KCNQ1 block
COc1cccc(NC(=O)Nc2ccc3c(c2)N(C)C(=O)CS3)c1 | i | -1 | i | i | -11* | 50* | 1 | 0 | 6*

The results go on:
SMILES	KCNQ1 act	GSK3 alpha inh	RGS4 pot	PolyA inhibitor	KCNK9 inh	KCNK3 block	Dyrk1A ADPGlo	GSK3B inh	HDAC3 inhib	hERG rescue	KCNQ1 block
O=C(NC1CCN(Cc2ccccc2)CC1)c1ccccc1	i	1	i	i	i	i	-2	1	-6	-2	i
COc1ccc(C(=O)NC(C)c2cc(OC)c(OC)cc2Br)cc1 (stereo unspecified)	i	-3	i	i	i	i	-2	3	3	-4	i
CC1Nc2ccccc2C(=O)N1NS(C)(=O)=O (stereo unspecified)	i	1	i	i	i	i	-1	0	-12	-3	i
CCN1CCN(C(=O)CCc2nc3ccccc3n2-c2ccccc2)CC1	i	-2	i	i	i	i	2	-3	-1	-7	i
COc1cccc(/C=C/C(=O)OCC(=O)Nc2cc(S(=O)(=O)N3CCOCC3)ccc2C)c1	i	-3	i	i	i	i	7	1	0	-7	i
Cc1cc(NC(=O)CCC(=O)N(Cc2ccco2)C(C(=O)NC2CCCC2)c2ccccc2C)no1 (stereo unspecified)	i	2	i	i	i	i	-5	0	-4	-20	i
Cc1cccc(NC(=O)CSc2ccc3nnc(-c4cccnc4)n3n2)c1	i	-2	i	i	i	i	-4	0	0	-11	i
CC(C)n1nccc1N(Cc1ccc(C#N)cc1)S(=O)(=O)c1ccccc1	i	-5	i	i	i	i	3	-1	-4	-7	i
Nc1nonc1-n1nnc(C(=O)N/N=C/c2cc(Br)ccc2O)c1CNc1ccccc1	i	0	i	i	i	-10*	-4	0	12	-23	i
Nc1nonc1-n1nnc(C(=O)N/N=C/c2cc(Cl)ccc2O)c1CN1CCCCCC1	i	-2	i	i	i	i	-5	-1	-2	-13	i
CCOc1ccccc1CN1CCNC(=O)C1CC(=O)NCc1ccccn1 (stereo unspecified)	i	-2	i	i	i	i	5	4	-9	-6	i
COc1ccccc1NC(=O)Cc1nnc(SCC(=O)Nc2nccs2)n1C	i	-1	i	i	i	i	0	-2	5	3	i
Cc1cc(C(=O)NCCc2ccc(Cl)cc2)no1	i	-1	i	i	i	i	-2	0	3	-10	i
Cc1c(Br)c(=O)oc2c(C)c(O)ccc12	i	0	i	i	i	i	9	-2	-7	-7	i
CCn1c(SCC(=O)Nc2cccc(C(C)=O)c2)nnc1C(C)C	i	4	i	i	i	i	-2	-1	2	-4	i
C[C@H](NC(=O)c1ccco1)C(=O)Nc1ccc2c(c1)OCO2	i	5	i	i	i	i	-2	1	3	-10	i
O=C1CN(C(=O)COC(=O)CNS(=O)(=O)/C=C/c2ccccc2)c2ccccc2N1	i	0	i	i	i	i	-4	1	-7	-11	i
COc1ccc(NC(=O)NCc2ccccc2F)cc1OC	i	-1	i	i	i	i	-3	-1	-1	-11	i
CCOc1ccc(NC(=O)c2cc3ccccc3cc2O)cc1	i	0	i	i	i	i	0	1	-1	-1	i
COc1ccc([N+](=O)[O-])cc1NC(=O)c1ccc(N2C(=O)CCC2=O)cc1	i	-1	i	i	i	i	12	2	2	-9	i
O=C(CN1CCN(Cc2ccc(F)cc2Cl)CC1)NCc1ccccc1	i	-3	i	i	i	i	2	1	-5	-5	i
COCCN(Cc1ccccc1)C(=S)Nc1ccc(OC(F)F)cc1	i	-2	i	i	i	i	-3	0	2	-3	i
CCOC(=O)C1(CCCc2ccccc2)CCN(C(=O)c2ocnc2C)CC1	i	3	i	i	i	i	-5	0	1	-6	i
CCOC(=O)N1CCC(NCCNC(=O)c2cccs2)CC1	i	2	i	i	i	i	3	1	-2	-13	i
O=C(CCCCCn1c(=S)[nH]c2ccc(N3CCOCC3)cc2c1=O)NCc1ccc(Cl)cc1	i	nt	i	i	i	i	0	-1	nt	-11	i
c1cnc2c(Oc3ncnc4sccc34)cccc2c1	i	-2	i	i	i	i	0	1	?	-10	i
Cc1cc(-c2nc(C)c(-c3nnc(SCC(=O)Nc4cc(Cl)cc(Cl)c4)n3C)s2)no1	i	2	i	i	i	i	7	-6	10	-6	i
COc1ccc(-c2ccc(=O)n(Cc3cccc([N+](=O)[O-])c3)n2)cc1	i	-3	i	i	i	i	64*	3	4	-15	i
COc1cccc(NC(=S)Nc2cc(C)cc(C)n2)c1	i	-4	i	i	i	i	-4	3	-2	-3	i
CCc1ccc2c(c1)C(C)=CC(C)(C)N2	i	1	i	i	i	i	-1	-4	-1	-3	i
O=C(Nc1nnc(-c2ccco2)s1)c1ccccc1	i	3	i	i	i	i	-1	4	-8	-1	i
N#Cc1ccc(C(=O)OCC(=O)N2CCCC2)cc1	i	0	i	i	i	i	2	-2	1	-7	i
CC(C)(CNC(=O)C1c2ccccc2-c2ccccc21)N1CCOCC1	i	-1	i	i	i	i	-10	nt	0	-10	i
CCCn1c(O)c(CN2CCCC(C)C2)c(C)c(C#N)c1=O (stereo unspecified)	i	1	i	i	i	i	-1	-6	3	-10	i
CSc1ccc(C(=S)N2CCCC2)cc1	i	-2	i	i	i	i	1	0	1	-13	i
CCC(=O)Nc1cccc(NC(=S)NC(=O)c2cc3ccccc3o2)c1	i	-3	i	i	i	i	-6	1	9	-10	i
Cc1sc(-c2ccncc2)nc1OC(=O)c1ccccc1	i	1	i	i	i	i	17	-3	-1	-5	i

Some of the compounds tested; count on the stated rates, not on these rows.
